Screening results as filed in PubChem BioAssay.
MPTP block – mitochondrial permeability transition pore inhibitors, primary screen, biochemical, isolated mouse mitochondria, absorbance; Ca2+ swelling absorbance, 30 min; inhibition, % at 10 µM; AID 602449, 2012; actives 1.4% (n = 360,000);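 active = inhibition of 50% or more, scaled per plate between neutral and stimulator controls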;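 note: 0% = DMSO wells given calcium and 100% = 1 mM EGTA wells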
mIAP block – inhibitors of mouse IAP, primary screen, biochemical, luminescence, uHTS. AID 2806, 2010. inhibition, % at 10 µM. purified mouse IAP, CDP-Star luminescence, 30 min. intestinal alkaline phosphatase [Mus musculus]. actives 0.2% (n = 330,000);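 active = inhibition of at least 40% at 10 µM in the primary screen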;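 note: plate controls were DMSO with enzyme for no effect and no enzyme wells for full effect; values of inactives mirror those of a sister screen read the other way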
A3G deaminase – APOBEC3G DNA deaminase inhibitors, primary screen, biochemical, fluorescence, single-stranded DNA substrate, uHTS; inhibition, % at 20 µM; AID 493012, 2011; actives 0.28% (n = 330,000); recombinant A3G, ssDNA deamination FAM/TAMRA fluorescence;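 active = inhibition of at least 40% at 20 µM, with no more than 30% in the related APOBEC3A deaminase screen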;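 note: plate controls were DMSO wells with A3G for no effect and wells lacking A3G enzyme for full effect; some compounds called inactive have numbers as strong as hits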
Target sequence (Q9HC16 whole entry, looked up): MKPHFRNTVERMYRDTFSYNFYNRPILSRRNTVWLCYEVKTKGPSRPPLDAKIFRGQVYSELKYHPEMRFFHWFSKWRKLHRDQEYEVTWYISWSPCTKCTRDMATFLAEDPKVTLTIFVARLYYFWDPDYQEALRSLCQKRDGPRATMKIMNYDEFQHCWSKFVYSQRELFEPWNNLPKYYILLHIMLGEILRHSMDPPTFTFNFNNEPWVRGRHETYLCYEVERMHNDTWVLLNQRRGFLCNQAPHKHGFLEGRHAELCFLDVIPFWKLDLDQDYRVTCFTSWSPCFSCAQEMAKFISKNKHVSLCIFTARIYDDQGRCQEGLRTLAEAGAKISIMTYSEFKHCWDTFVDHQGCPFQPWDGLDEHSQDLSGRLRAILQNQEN
hIAP block – human IAP inhibitors, primary screen, biochemical, luminescence, uHTS. AID 2544, 2010. inhibition, % at 10 µM. purified IAP, CDP-Star luminescence, 30 min. actives 0.12% (n = 330,000). Intestinal-type alkaline phosphatase (Homo sapiens), P09923;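 active = inhibition reaching a set limit with compound at 10 µM in the primary screen, cut at about 35% in these data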;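 note: plate controls were DMSO wells with enzyme for no effect and no-enzyme buffer wells for full effect; values of inactives mirror those of a sister screen read the other way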
mIAP act – activators of mouse IAP, primary screen, biochemical, luminescence, uHTS; actives 0.24% (n = 330,000); activation factor at 10 µM; intestinal alkaline phosphatase [Mus musculus]; muIAP, CDP-Star luminescence, 30 min; hits give high values; 1 = vehicle-only enzyme signal, 0 = enzyme-free wells;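 active = activation factor of at least 2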; note: the source names both 10 and 20 µM as test concentration; values of inactives mirror those of a sister screen read the other way
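System: mouse IAP enzyme. Reagent: CDP-Star chemiluminescent phosphatase substrate. Benchmarks: DMSO wells, no-enzyme wells. Times: 30 min enzyme-substrate-compound incubation at room temperature. Detection: luminescence from enzymatic CDP-Star hydrolysis. Doses: test compounds delivered from DMSO solution.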
MIN6 prolif – inducers of MIN6 beta-cell proliferation, primary screen, ATP luminescence, uHTS. AID 2380, 2010. MIN6 cells proliferation, ATPlite luminescence, 48 h; cells starved in 0.2% serum; 100% = growth in 10% serum. actives 0.29% (n = 330,000). proliferation, % at 10 µM;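 active = compounds whose signal lies at least 3.5 SD above the mean of all wells on their plate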;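 note: 0% = DMSO-treated cells in low-serum medium and 100% = 10% serum control; some compounds called inactive have numbers as strong as hits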
A3A deaminase – APOBEC3A ssDNA deaminase inhibitors, primary screen, selectivity assay for APOBEC3G inhibitor project, biochemical, FAM/TAMRA oligo cleavage fluorescence. DNA dC->dU-editing enzyme APOBEC-3A (Homo sapiens), P31941. recombinant A3A, FAM/TAMRA ssDNA deamination fluorescence. inhibition, % at 20 µM. actives 0.41% (n = 330,000);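 active = at least 40% inhibition at 20 µM here, with at most 30% in a related deaminase screen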;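 note: plate controls were A3A with DMSO for no effect and wells lacking A3A enzyme for full effect; some results filed as inactive read as strong as hits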
Target sequence (P31941 whole entry, looked up): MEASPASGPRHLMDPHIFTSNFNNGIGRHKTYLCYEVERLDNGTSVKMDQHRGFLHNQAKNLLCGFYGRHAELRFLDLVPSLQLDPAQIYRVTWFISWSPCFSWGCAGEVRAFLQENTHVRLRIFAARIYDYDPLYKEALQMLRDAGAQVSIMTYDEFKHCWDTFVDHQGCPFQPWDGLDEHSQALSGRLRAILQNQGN
hIAP act – human IAP activators, primary screen, biochemical, luminescence, uHTS; purified human IAP, CDP-Star luminescence, 30 min; hits give high values; 1 = vehicle-only enzyme, 0 = enzyme-free background; activation factor at 10 µM; Intestinal-type alkaline phosphatase (Homo sapiens), P09923; actives 0.16% (n = 330,000);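 active = activation factor of the enzyme at least 2-fold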; note: the source names both 10 and 20 µM as test concentration; values of inactives mirror those of a sister screen read the other way
ATG4B inhibitor – ATG4B protease inhibitors, primary screen, biochemical, fluorescence, uHTS; Cysteine protease ATG4B (Homo sapiens), Q9Y4P1; ATG4B cleavage of LC3-PLA2, NBD-HPC fluorescence, 1 h; inhibition, % at 8.33 µM; actives 0.51% (n = 340,000); in the data active = inhibition above about 40%
Target sequence (Q9Y4P1 whole entry, looked up): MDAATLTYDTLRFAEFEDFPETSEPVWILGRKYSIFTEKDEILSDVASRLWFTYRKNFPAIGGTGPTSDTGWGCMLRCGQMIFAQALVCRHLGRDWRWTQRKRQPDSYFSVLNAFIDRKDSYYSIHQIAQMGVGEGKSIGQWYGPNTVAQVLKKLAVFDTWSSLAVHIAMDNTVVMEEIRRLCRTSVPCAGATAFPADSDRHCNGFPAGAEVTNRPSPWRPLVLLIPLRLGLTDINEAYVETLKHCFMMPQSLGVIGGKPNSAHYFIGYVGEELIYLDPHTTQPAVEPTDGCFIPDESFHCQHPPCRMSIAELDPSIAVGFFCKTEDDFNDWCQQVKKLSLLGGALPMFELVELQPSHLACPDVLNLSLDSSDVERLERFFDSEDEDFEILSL
* = called active by the depositor; nt = not tested or not shown.

Start of the data: the first 2 compounds (preview)
no.	Molecule	MPTP block	mIAP block	A3G deaminase	hIAP block	mIAP act	MIN6 prolif	A3A deaminase	hIAP act	ATG4B inhibitor
1	Cn1c(SCCN2CCCC2)nnc1C1CCN(S(=O)(=O)c2cccc(F)c2)CC1	1.7	-7.5	-10.1	0.1	1.07	-1.9	-1.0	0.999	6.4
2	COCCCNC(=O)c1c[nH]c2ccc(S(=O)(=O)N3CCc4ccccc43)cc2c1=O	4.3	6.1	-12.5	-10.4	0.939	-1.5	3.6	1.1	-7.2

The whole of this part (from the top)
no.	Molecule	MPTP block	mIAP block	A3G deaminase	hIAP block	mIAP act	MIN6 prolif	A3A deaminase	hIAP act	ATG4B inhibitor
1	Cn1c(SCCN2CCCC2)nnc1C1CCN(S(=O)(=O)c2cccc(F)c2)CC1	1.7	-7.5	-10.1	0.1	1.07	-1.9	-1.0	0.999	6.4
2	COCCCNC(=O)c1c[nH]c2ccc(S(=O)(=O)N3CCc4ccccc43)cc2c1=O	4.3	6.1	-12.5	-10.4	0.939	-1.5	3.6	1.1	-7.2
3	CCn1nnnc1NCc1ccc(Cl)cc1	0.4	2.9	-9.8	-0.6	0.971	-1.1	-5.6	1.01	-1.9
4	CCc1cccc(C)c1NC(=O)Cn1nc(C)n2cccc2c1=O	-2.6	-3.0	-4.5	3.0	1.03	-0.8	-6.4	0.97	-6.1
5	CCN(CC)CCOC(=O)c1ccc(N/C=C(/C#N)c2nc(-c3cccc(OC)c3)cs2)cc1	0.1	2.3	-9.3	15.5	0.977	-3.3	-1.2	0.845	-5.7
6	Cc1c(CN(C)C(=O)c2ccc(Br)o2)cnn1C	1.6	-6.1	-8.4	-2.0	1.06	-2.3	-0.2	1.02	4.9
7	CCOc1ccc2nc(N/C(N)=N/C(=S)Nc3cccc(C)c3)nc(C)c2c1	0.9	10.8	-2.8	-9.4	0.892	-5.4	-1.5	1.09	2.7
8	C(#CCN1CCOCC1)COCCCOC(c1ccccc1)c1ccccc1	-0.2	-0.1	-5.9	6.0	1	-1.5	-4.4	0.94	-4.4
9	O=C(CSCc1nc2ccccc2[nH]1)Nc1ccccc1	0.1	3.5	-4.9	-1.2	0.965	1.2	-2.1	1.01	4.3
10	COc1ccccc1N1CCN(C2CCCN(C(=O)CN3CCCC3=O)C2)CC1 (stereo not given)	-0.4	-5.8	-0.9	-4.4	1.06	-0.2	-2.9	1.04	26.6

In the list so far, these have a halogen.
no.	Molecule	MPTP block	mIAP block	A3G deaminase	hIAP block	mIAP act	MIN6 prolif	A3A deaminase	hIAP act	ATG4B inhibitor
1	Cn1c(SCCN2CCCC2)nnc1C1CCN(S(=O)(=O)c2cccc(F)c2)CC1	1.7	-7.5	-10.1	0.1	1.07	-1.9	-1.0	0.999	6.4
3	CCn1nnnc1NCc1ccc(Cl)cc1	0.4	2.9	-9.8	-0.6	0.971	-1.1	-5.6	1.01	-1.9
6	Cc1c(CN(C)C(=O)c2ccc(Br)o2)cnn1C	1.6	-6.1	-8.4	-2.0	1.06	-2.3	-0.2	1.02	4.9

More compounds
no.	Molecule	MPTP block	mIAP block	A3G deaminase	hIAP block	mIAP act	MIN6 prolif	A3A deaminase	hIAP act	ATG4B inhibitor
11	O=C(NCCS(=O)(=O)NCc1ccc(F)cc1)c1ccc2c(c1)OCO2	-1.2	5.2	-5.1	14.7	0.948	2.1	-3.1	0.853	-2.0
12	COc1cccc(OCC(=O)Nc2c3c(nn2-c2ccc(F)cc2)CS(=O)(=O)C3)c1	1.2	1.2	-3.0	-3.0	0.988	3.2	2.3	1.03	-0.5
13	CC(C)C(=O)Nc1cccc(NC(=O)CCN2C(=O)c3ccccc3S2(=O)=O)c1	0.6	5.3	-0.7	7.9	0.947	-1.9	-2.0	0.921	-7.6
14	COC(=O)c1ccc(C(=O)OC)c(NC(=O)CSCC(=O)O)c1	-0.6	-8.8	-2.9	-10.2	1.09	-1.8	-2.1	1.1	4.0
15	CCCCOc1[nH]c2nc(-c3ccco3)n(Cc3ccco3)c(=N)c2c1C#N	-5.2	63.0*	17.1	-1.7	0.37	-3.6	29.2	1.02	-4.9
16	Cc1ccc(-c2cc(C(=O)NCCCN3CCOCC3)c3ccccc3n2)cc1C	2.2	-0.9	-6.0	-2.5	1.01	-5.3	-0.9	1.02	-4.7
17	CC(C)CNS(=O)(=O)c1cc(C(=O)O)c(Cl)cc1Cl	0.7	-6.9	-6.3	-7.8	1.07	-1.4	-7.0	1.08	-1.5
18	C[C@@H](NC(=O)c1coc(=O)c(Br)c1)c1ccccc1	-13.2	-4.1	-1.7	6.8	1.04	-6.2	-0.7	0.932	-2.3
19	Cc1ccc(C(=O)NC(C)C2CCCO2)o1 (stereo not given)	-1.4	3.2	-1.4	5.2	0.968	5.0	-0.9	0.948	0.1
20	CCOC(=O)N1CCN(c2cccc(C)c2C)CC1	0.7	5.1	-3.3	-2.6	0.949	-0.6	-0.4	1.03	4.1
21	Cc1cc(=O)c(C(=O)O)nn1-c1ccccc1[N+](=O)[O-]	-1.3	0.3	-5.4	19.8	0.997	0.3	0.9	0.802	3.9
22	Cc1ccc(NC(=O)C2CC(=O)n3c(nc4ccccc43)N2)cc1Cl (stereo not given)	-1.5	-258.2	-7.0	-91.5	3.58*	-1.6	1.0	1.92	-0.8
23	CCc1cccc(CC)c1NC(=O)c1cccc(S(=O)(=O)N2CCN(C)CC2)c1	0.2	6.8	-5.0	-13.9	0.932	-0.7	-4.3	1.14	4.5
24	CCOC(=O)c1c(-c2ccc(C)s2)csc1N	1.1	13.8	3.5	-2.2	0.862	-3.5	-5.6	1.02	1.1
25	COCCCn1c(SCC(=O)Nc2oc(C)c3c(C)n[nH]c(=O)c23)nc2ccccc2c1=O	-2.7	4.4	-6.3	-1.5	0.956	-0.7	-3.8	1.01	-1.9
26	CCOc1ccc(CNC(=O)Cn2ccc3cc(S(=O)(=O)N4CCCCCC4)ccc32)cc1	-1.1	-42.4	-2.5	-15.7	1.42	-3.0	-0.3	1.16	3.8
27	CCCCN(C(=O)/C=C/c1ccc(OCC(C)C)c(OCC)c1)c1c(N)n(CCC)c(=O)[nH]c1=O	1.6	3.2	-4.5	0.6	0.968	0.0	0.3	0.994	-7.1
28	O=C(COc1cc(Cl)ccc1Cl)Nc1ccc2[nH]c(=O)[nH]c2c1	-1.7	-9.8	-5.9	10.4	1.1	-3.4	-1.7	0.896	-2.9
29	Cc1ccc(C)c(-c2csc(NC(=O)c3cnccn3)n2)c1	-0.3	1.7	-3.8	-27.8	0.983	-2.8	-4.2	1.28	9.3
30	O=c1c2cc(Br)ccc2nc(-c2ccc([N+](=O)[O-])cc2)n1O	-4.9	0.0	-4.9	-1.4	1	-5.1	1.3	1.01	1.7
31	Cc1cccc(OCC(=O)Nc2cccc(C(=O)Nc3ccccc3C(=O)O)c2)c1	11.4	11.8	-6.8	-10.8	0.882	-4.0	-0.9	1.11	1.9
32	COc1ccc(CCNC2CC(=O)N(CCc3ccccc3)C2=O)cc1OC (stereo not given)	0.3	-6.4	-6.4	-7.8	1.06	-0.7	-2.0	1.08	-5.2
33	CCCCN1C(=O)N(C)C2C1N(C)C(=O)N2CCCC (stereo not given)	-2.2	-12.8	-1.4	7.2	1.13	0.8	0.9	0.928	6.0
34	CCC1=Nc2cc(C(=O)NCCCN3CCOCC3)ccc2Sc2ccc(Br)cc21	-1.7	9.0	1.7	18.4	0.91	-4.2	-5.0	0.816	-6.1
35	COc1ccccc1C(=O)COC(=O)Cc1c[nH]c2ccccc12	-0.1	6.5	-7.1	14.8	0.935	-2.7	-0.2	0.852	9.1
36	COc1ccc(C2/C=C\CN(C(=O)Oc3ccccc3)CC(=O)N2Cc2ccc(F)cc2)cc1 (stereo not given)	0.6	4.0	-9.7	-7.7	0.96	-3.3	-1.7	1.08	1.1
37	COc1cccc(-c2ccc(SCC(=O)NC3CCCCC3)nn2)c1	-0.4	7.6	-7.2	-12.6	0.924	4.1	-3.2	1.13	-7.9
38	COc1ccc(CCNC(=O)C2CCN(S(=O)(=O)c3cccc4cccnc34)CC2)cc1OC	-0.7	3.3	3.5	8.1	0.967	-3.3	11.3	0.919	-3.2
39	COc1ccc(-c2nn(-c3ccccc3)cc2C(N)=O)cc1OC	1.2	-5.4	3.8	-39.7	1.05	-0.8	-1.7	1.4	-6.7
40	O=C(COc1ccccc1Cl)Nc1nnc(S(=O)(=O)N2CCCCCC2)s1	6.5	1.3	-10.4	-8.2	0.987	-2.6	-0.9	1.08	1.9
41	Nc1cccc(Oc2c(F)c(F)c(Oc3cccc(N)c3)c(F)c2F)c1	5.6	5.7	-11.7	-10.4	0.943	-3.3	-4.1	1.1	3.5
42	CC(C)c1ccc(NC(=O)C(c2ccccc2)N2CC(=O)Nc3ccccc32)cc1 (stereo not given)	1.1	-108.4	-9.0	2.9	2.08*	-4.7	-3.5	0.971	0.5
43	O=C(Nc1ccc2c(c1)OCO2)N1CCN(c2cccc(C(F)(F)F)c2)CC1	16.3	-11.0	-1.5	2.4	1.11	-3.5	-0.8	0.976	-13.0
44	C=CCN1C=C2C(=O)C(C)(OC(=O)CC)C(=O)C=C2C=C1CCCC (stereo not given)	0.2	6.0	2.6	-8.4	0.94	-1.9	3.6	1.08	-7.0
45	O=C(NNC1OC(CO)C(O)C(O)C1O)c1cccc(Br)c1 (stereo not given)	-1.9	6.0	-2.9	-15.0	0.94	-2.5	7.6	1.15	0.1
46	COc1ccccc1C1C=C(c2ccc(Cl)cc2)Nc2nc(NS(C)(=O)=O)nn21 (stereo not given)	nt	10.1	-3.1	9.4	0.899	0.3	-4.2	0.906	nt
47	O=c1c2cc(-c3ccccc3)sc2nc2n1CCC2	nt	4.6	12.0	11.7	0.954	-2.6	2.0	0.883	nt
48	CSc1nc2cc(C)nn2c(-c2ccccc2)c1C#N	2.1	-3.0	-6.3	-10.3	1.03	1.1	-3.6	1.1	4.0
49	O=C(NC1CC2CCCC(C1)N2Cc1ccc(F)cc1)c1ccc(F)cc1 (stereo not given)	1.3	-33.3	-4.5	-0.3	1.33	0.3	-1.8	1	2.9

Sorted by value in hIAP act (highest first): three from the list above
item	SMILES	MPTP block	mIAP block	A3G deaminase	hIAP block	mIAP act	A3A deaminase	hIAP act	ATG4B inhibitor
44	C=CCN1C=C2C(=O)C(C)(OC(=O)CC)C(=O)C=C2C=C1CCCC (stereo not given)	0.2	6.0	2.6	-8.4	0.94	3.6	1.08	-7.0
49	O=C(NC1CC2CCCC(C1)N2Cc1ccc(F)cc1)c1ccc(F)cc1 (stereo not given)	1.3	-33.3	-4.5	-0.3	1.33	-1.8	1	2.9
42	CC(C)c1ccc(NC(=O)C(c2ccccc2)N2CC(=O)Nc3ccccc32)cc1 (stereo not given)	1.1	-108.4	-9.0	2.9	2.08*	-3.5	0.971	0.5

Not a hit list, and some 3.3% of all compounds hit somewhere here.
